human PMI inhibitors: human PMI inhibitors, high substrate, primary screen, biochemical, fluorescence intensity, high mannose 6-phosphate (AID 1220) | inhibition, % at 20 µM, or IC50 in µM where a hit was titrated | recombinant PMI enzyme, coupled fluorescence intensity; higher % means a stronger effect | 190,000 tested, 0.66% active
Ins promoter up: MIN6 insulin promoter up-regulation. MIN6 insulin promoter-GFP reporter, high-content imaging; hits give high values. 190,000 tested, 0.3% active. z-score at 5 µM;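 active = z-score above 3 at 5 µM with at least 500 cells counted in the well; inconclusive = wells under 500 cells, flagged as cytotoxic or low count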
Dynein transport: dynein cargo transport inhibition. 3617.4 mouse cells, GR-EGFP nuclear translocation imaging; test concentration mostly 20 µM; stimulated with dexamethasone, 1 µM; hits give low values. 220,000 tested, 0.47% active. AID 1381. z-score, hits read low;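 active = plate z-score of nuclear minus cytoplasmic receptor signal below a set negative limit, without overly bright fluorescence or cell loss, cut at about -3.5 in these data, passing the limit was not always enough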;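 note: z-score of nuclear minus cytoplasmic ring GR-EGFP intensity difference per well; some compounds called inactive have numbers as strong as hits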
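Buffer or medium: tetracycline-free induction medium containing charcoal-stripped FBS / Reagent: dexamethasone agonist, 1.0 µM final, for 30 min / Technique: automated 10x imaging of fixed Hoechst-stained cells / Times: induction 48 h, compound 1 h, agonist 30 min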
Autophagy mod: autophagy modulation, high-content screen | calls only at 10 µM (by protocol) | MEF GFP-LC3 puncta imaging; test concentration mostly 10 µM | AID 463193 | 190,000 tested, 0.98% active;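 active = percentage of spot-positive cells more than 3 SD above its plate mean, without a fluorescence outlier flag or 80% toxicity; inconclusive = no clear call, values can overlap the other calls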;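 note: spot-positive cell cutoff set from DMSO-treated cells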
Yfh1-off respiration: enhancers of respiration in Yfh1-depleted yeast, dose response, Friedreich's ataxia, plus single-dose screen (AID 1465) | S. cerevisiae Yfh1-off respiration, WST-1 reduction, 72 h; higher fold induction means a stronger effect | fold induction at 50 µM; hits with a dose series show EC50 in µM | 220,000 tested, 0.074% active;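 active = fold induction of absorbance versus untreated yeast above a set limit, then at least 30% activation at any dose in follow-up; inconclusive = repeats straddling the limit, or above it without dose testing; inactive = fold induction below the set limit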;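 note: activators that raise dye reduction in frataxin-depleted yeast; strong numbers were not always called active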
WT yeast gro inh: growth inhibition of WT yeast, mitochondrial fusion screen | mitochondrial fusion phenotypic screen, WT strain | inhibition, % at 10 µM | 190,000 tested, 2.1% active | AID 1362; in the data active = inhibition above about 58%; tested in S. cerevisiae
bCat nuc transl: modulators of beta-catenin nuclear translocation; HeLa beta-catenin nuclear translocation, immunofluorescence imaging; nuclear translocation activity, % at 5 µM; 190,000 tested, 0.3% active;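 active = nuclear translocation activity above 50% at 5 µM, with a well cell count of 50 or more; inconclusive = wells under 50 cells across six images, flagged as toxic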;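 note: per-cell ratio of nuclear to cytoplasmic median beta-catenin stain intensity; plate controls were DMSO negative control for no effect and GSK-3 inhibitor IX positive control for full effect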
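Test system: human HeLa cells, endogenous beta-catenin. Times: 24 h compound exposure, 37°C. Measured by: beta-catenin immunofluorescence imaging with DAPI.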
MT stabilize HCS: stabilizes microtubules in HeLa cells | AID 2205 | HeLa tubulin immunostaining HCS, 24 h; share of cells brighter than vehicle mean+2SD | 200,000 tested, 0.83% active | % tubulin-high responders, % at 10 µM;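 active = plate Z-score above 3 for both tubulin-high and condensed-nucleus cell shares, with cell loss under 80%, at 10 µM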;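 note: anti alpha tubulin signal scored within the nucleus-defined area of each cell; some results filed as inactive read as strong as hits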
PMI inhibitors: inhibitors of human PMI, primary screen, biochemical, fluorescence intensity, coupled assay (AID 1209). purified PMI enzyme, coupled fluorescence intensity; higher % means a stronger effect. inhibition, % at 20 µM; hits with a dose series show IC50 in µM. 190,000 tested, 0.42% active;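 note: plate controls were DMSO vehicle for no effect and wells lacking substrate for full effect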
WT yeast gro inh mutant strain: recorded beside WT yeast gro inh, whose call it bears; inhibition, %; mitochondrial fusion phenotypic screen, mutant strain inhibition
Dynein transport cytoplasmic EGFP: further read-out of Dynein transport, marked with its call; z-score; measured here: cytoplasmic GR-EGFP intensity; hits give high values
Dynein transport nuclear GR-EGFP: second read-out of Dynein transport, no call of its own (marks repeat the call); z-score; measured here: nuclear GR-EGFP intensity;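 lower value marks the stronger effect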
Dynein transport cell count: second read-out of Dynein transport, no call of its own (marks repeat the call); z-score; measured here: cell count per field
Ins promoter up cell count: recorded beside Ins promoter up, whose call it bears; cell count; measured here: cytotoxicity, nuclei count;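 total cells summed across four imaged fields per well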
bCat nuc transl cell count 5 µM: recorded beside bCat nuc transl, whose call it bears; cell count; measured here: cell count, cytotoxicity flag
MT stabilize HCS Hoechst-high %: also measured in MT stabilize HCS; calls as there; % Hoechst-high responders; measured here: nuclear condensation Hoechst responders;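 share of cells brighter than vehicle mean plus two SD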
MT stabilize HCS cytotoxicity %: second read-out of MT stabilize HCS, no call of its own (marks repeat the call); toxicity, %; measured here: cytotoxicity by cell density;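 0% = mean cell density of plate MIN control wells and 100% = no cells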
Autophagy mod cell loss 18 h: second read-out of Autophagy mod, no call of its own (marks repeat the call); toxicity, %; measured here: cell loss, nuclei count;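 cell loss after 18 h compound exposure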
Numbers without * were called inactive; i = inactive; ? = inconclusive; . = no result given. Cut-off read from the data, not from the text of the source, unless noted: active = inhibition above about 50%; inactive = the rest.

SMILES	Ins promoter up cell count	human PMI inhibitors	bCat nuc transl	Dynein transport nuclear GR-EGFP	PMI inhibitors	Autophagy mod	WT yeast gro inh mutant strain	MT stabilize HCS Hoechst-high %	Dynein transport cell count	MT stabilize HCS	Yfh1-off respiration	Ins promoter up	WT yeast gro inh	MT stabilize HCS cytotoxicity %	Dynein transport	Dynein transport cytoplasmic EGFP	bCat nuc transl cell count 5 µM	Autophagy mod cell loss 18 h
CO[C@H]1[C@@H](OC)CC(OC2OC(CO)C(O)C(O)C2O)/C(=C\C#N)[C@@H]1O (stereo partly drawn)	1207	-12%	.	0.99	-16%	i	-22	2.8	0.2	4.1	i	0.28	-7	4.5	1.4	-0.17	.	21
COc1ccccc1N(CC(=O)NC1CCCC1)C(=O)c1cnn(C(C)C)c1	.	0%	-2.6	-0.64	-1%	i	-2	2.2	0.72	4.0	i	.	1	5.3	-1	-0.25	1211	-2
O=[N+]([O-])c1ccccc1CNCCc1ccc(F)cc1	958	-4%	-2.8	0.13	-2%	i	-10	1.7	1.6	2.2	i	-0.67	32	5.3	0.13	-0.3	1193	-16
COc1cccc(-n2c(CN3CCN(C)CC3)nc3ccc([N+](=O)[O-])cc3c2=O)c1	1290	32%	-1.3	-0.27	28%	i	-10	3.1	-0.21	2.4	i	0.61	3	9.5	-0.021	-0.29	943	-2
CCCCCSc1cc(OC)c(CCN(C)C)cc1OC	630	-11%	-2.9	0.65	-11%	i	22	1.9	0.68	4.3	i	-0.27	-12	3.8	0.59	-0.2	1371	-14
CCc1ccc2nc(N3CCC(C(=O)N4CCC5(CC4)OCCO5)CC3)sc2c1	1128	1%	2.2	0.13	-2%	i	-10	2.7	-0.084	3.5	i	0.17	-6	4.6	0.46	-0.29	1046	3
CC(C)OCCCNC(=O)c1c(N)n(Cc2cccs2)c2nc3ccccc3nc12	.	57%*	-0.8	0.13	29%	i	-5	2.1	0.022	3.7	i	.	13	12	-0.28	-0.18	1241	-7
O=S(=O)(c1ccc(F)cc1)N1CCCCC1c1cccnc1 (stereo not drawn)	1030	.	-0.6	-0.89	.	.	.	.	0.72	.	i	-0.28	.	.	-1.1	-0.76	1360	.
CCN1CCN(c2cc(N3CCCC3)c(F)cc2[N+](=O)[O-])CC1	1549	32%	-1.7	-0.014	23%	i	-4	2.4	0.098	4.5	i	0.34	2	7.6	-0.068	-0.17	1273	3
CCOC(=O)C1CCN(/C=C2/C(=O)NC(=S)N(c3cccc(OC)c3)C2=O)CC1	1665	-4%	-3.5	0.076	3%	i	-4	1.7	-0.0029	1.3	i	1.1	-18	1.6	-0.72	-0.14	1068	-18
CN1CCN(c2ccc([N+](=O)[O-])cc2Cl)CC1	1434	6%	2.8	-0.18	2%	i	-15	3.3	0.76	3.4	i	-0.03	-2	2.6	0.32	-0.29	1570	-3
O=C1NC(=O)C(=Cc2cc(Cl)ccc2OCc2ccc(C(=O)O)cc2)C(=O)N1	1144	-24%	-1.0	0.57	-22%	i	4	4.0	-0.66	4.2	i	0.85	-2	6.6	0.26	-0.28	1040	1
COc1ccc(C2=NCC(=O)N(CC(=O)NCc3ccco3)c3sc4c(c32)CCCC4)cc1	1225	-2%	-2.2	-0.015	4%	i	-10	2.5	0.052	3.0	i	-0.54	-6	6.9	-0.45	-0.15	929	1
CCCC(C)C1(CC)C(=O)NC(=Nc2ccc(F)cc2)NC1=O (stereo not drawn)	2166	4%	1.7	-0.23	6%	i	11	1.7	0.23	1.1	i	0.26	-1	8.0	-0.74	-0.24	1069	5
O=C1OC(c2ccc([N+](=O)[O-])cc2)=N/C1=C/N1CC2CC(C1)c1cccc(=O)n1C2 (stereo not drawn)	1017	.	0.1	0.4	.	.	.	.	-0.58	.	i	-0.53	.	.	0.36	-0.7	1255	.
CCOC(=O)c1cn2nc(OP(=S)(OCC)OCC)cc2nc1C	1288	-18%	-6.3	0.38	-20%	i	18	3.3	-0.53	6.1	i	-1.1	3	6.8	0.13	-0.092	1099	2
COc1cc2[nH]c(=O)n(-c3ccc(C)cc3)c(=O)c2cc1OC	1544	-6%	-2.1	-1.2	1%	i	-35	1.9	0.23	2.4	.	0.37	0	3.2	-1.6	-0.21	1412	-4
Cn1c(N2CCNCC2)nc2ccccc21	.	-9%	-2.5	0.11	-4%	i	3	3.3	-0.29	4.8	i	.	8	2.1	0.21	-0.23	1127	-2
C=CC1CN2CCC1CC2C(OC(C)=O)c1ccnc2ccc(OC)cc12 (stereo not drawn)	1421	.	-0.1	0.27	.	.	.	.	-0.37	.	i	-0.87	.	.	0.55	-0.24	1348	.
O=c1[nH]c(=O)n(-c2ccc(Cl)cc2)c(O)c1C=NCCN1CCCCC1	.	8%	2.2	0.37	-7%	i	6	2.1	0.05	0.6	i	.	4	6.8	-0.65	-0.3	552	6
CN1CC[C@@]23CCCC[C@@H]2[C@@H]1Cc1ccc(O)cc13	.	-1%	.	0.26	-4%	i	-19	1.1	0.46	3.4	.	.	5	7.0	-0.49	-0.26	.	17
CCN(CC)CCOC(=O)C(O)(c1ccccc1)c1ccccc1	.	1%	-2.9	0.29	-15%	i	-17	3.3	0.69	5.8	i	.	-7	11	0.19	-0.22	613	10
CCOC(=O)C1C2NC(=O)N(Cc3ccccc3)C1(C)Oc1c(OC)cccc12 (stereo not drawn)	1477	3%	-0.1	-0.32	4%	i	4	2.1	0.66	2.0	i	0.03	21	7.3	-0.33	-0.2	1354	2
C/C(=N\N(C)c1ccccc1)c1c(O)[nH]c(=O)[nH]c1=O	1396	.	-0.2	-0.0098	.	.	.	.	0.41	.	i	0.3	.	.	0.74	-0.31	944	.
C[C@H]1C[C@@H](C)C(=O)[C@@H]([C@H](O)CC2CC(=O)NC(=O)C2)C1	.	4%	0.3	0.64	2%	i	82	0.5	-0.75	11	i	?	81	34	0.81	-0.27	619	32
CC(C)OP(=O)(O)NC(=O)c1ccccc1	1246	-20%	-2.9	-0.021	-36%	i	14	3.2	-0.58	3.7	i	0.27	-17	4.6	0.04	-0.33	1077	-6
Cc1cccc(CN2CCN(c3ccc(Cl)cc3)CC2)c1	1388	-6%	0.2	0.82	-12%	i	37	2.9	-1.3	3.3	i	-0.99	14	12	1.3	-0.28	984	6
CN1CCN(c2c(F)cc([N+](=O)[O-])c(N)c2Br)CC1	1118	-6%	-0.9	0.88	-8%	i	11	4.5	-0.13	10	i	0.66	15	1.9	0.39	-0.31	1017	-6
CCCC(C)n1[nH]c(=O)c2c1NC(=O)CSC2c1ccccc1 (stereo not drawn)	1113	.	0.4	1	.	.	.	.	-1.5	.	i	-0.04	.	.	0.64	-0.23	1360	.
CCOP(=O)(C#Cc1ccccc1)C(O)c1ccc(Br)cc1 (stereo not drawn)	1078	.	-0.2	0.74	.	.	.	.	-0.46	.	i	0.15	.	.	0.56	-0.22	1366	.
O=C(C1CC(c2ccc(Cl)c(Cl)c2)=NO1)N1CCC2(CC1)OCCO2 (stereo not drawn)	1598	6%	-1.0	0.28	6%	i	-25	3.1	0.35	3.5	i	1.5	-1	5.4	0.83	-0.22	1086	-8
CNCC1(c2ccccc2)CCCC1	1492	5%	0.3	-1.3	5%	i	-20	1.7	-0.44	2.5	i	-0.07	2	4.2	-2.7	0.25	1393	-2
C[N+]1(C)C2CCC1CC(OC(=O)C(CO)c1ccccc1)C2 (stereo not drawn)	.	13%	0.8	-0.44	19%	i	1	1.6	0.89	1.5	i	.	5	7.8	-0.94	-0.32	593	13
CCC(=Nc1ccc2c(c1)CCC2)c1c(O)n(C)c(=O)n(C)c1=O	1144	-1%	1.5	.	-8%	.	.	.	.	.	i	-0.37	.	.	.	.	1150	.

High-throughput results as filed in PubChem.

A portion of the library (hit frequency here may not be typical).
